# Screening results deposited in PubChem by Fisher Drug Discovery Resource Center.
# NPYLR7 agonist: agonists of mosquito NPYLR7 receptor, primary screen, cell-based, Aedes aegypti, calcium fluorescence, mosquito biting behavior; activation, % at 10 µM; HEK293T NPYLR7/Galpha15, GCaMP6s calcium fluorescence; actives 0.15% (n = 270,000); AID 1259423, 2018; Aedes aegypti neuropeptide Y-like receptor 7 (NPYLR7); in the data active = activation above about 40%;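 also: 0% = vehicle and 100% = reference agonist at the receptor; some compounds past the cut are filed as inactive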
# hcGAS inh: Primary biochemical luminescence assay for human cyclic GMP-AMP synthase inhibitors | Q8N884 | inhibition, % at 12.5 µM | recombinant h-cGAS, ATP depletion, Kinase-Glo luminescence | AID 1259398, 2018 | actives 0.081% (n = 290,000);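 also: 0% = vehicle reaction and 100% = reaction without DNA for no activity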
# Target sequence (Q8N884 whole entry, looked up): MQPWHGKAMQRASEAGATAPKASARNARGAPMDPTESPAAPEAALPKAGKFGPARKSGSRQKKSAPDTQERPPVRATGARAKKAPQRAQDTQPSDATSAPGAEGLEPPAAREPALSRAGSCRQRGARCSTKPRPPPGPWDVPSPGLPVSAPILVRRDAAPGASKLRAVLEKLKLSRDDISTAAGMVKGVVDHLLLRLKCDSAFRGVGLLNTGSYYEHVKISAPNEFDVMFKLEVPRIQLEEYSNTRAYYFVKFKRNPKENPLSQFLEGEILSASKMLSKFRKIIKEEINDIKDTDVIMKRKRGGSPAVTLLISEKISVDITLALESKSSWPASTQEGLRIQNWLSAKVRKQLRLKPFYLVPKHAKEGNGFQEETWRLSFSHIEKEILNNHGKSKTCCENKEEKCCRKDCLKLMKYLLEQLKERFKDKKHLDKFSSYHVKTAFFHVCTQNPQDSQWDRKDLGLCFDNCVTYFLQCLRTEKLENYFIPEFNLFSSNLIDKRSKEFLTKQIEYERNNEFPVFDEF
# mcGAS inh: cyclic GMP-AMP synthase inhibitors, mouse, primary biochemical chemiluminescence; AID 1259399, 2018; Q8C6L5; recombinant cGAS, Kinase-Glo ATP depletion luminescence; inhibition, % at 12.5 µM; actives 0.15% (n = 160,000);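 also: 0% = negative control wells and 100% = reference inhibitor with no enzyme activity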
# * = called active by the depositor; / = no result given; & = joins results of further samples. Rule as the data show it, unless noted: active = inhibition above about 40%; inactive = the rest.
SMILES,NPYLR7 agonist,hcGAS inh,mcGAS inh
Cc1ccccc1C1c2ccsc2CCN1C(=O)CN(C(=O)CSc1ccccc1)C1CCCCC1 (centres undefined),14,-10,-6
COc1ccc(NC(=O)N(Cc2ccncc2)C2CC2)cc1Cl,5,-13,/
CC(C)c1ccc(C2NC(=O)CCC2[N+](=O)[O-])cc1 (centres undefined),-11,-4,/
O=C1C=CC(=O)N1c1ccc(SC(F)(F)C(F)(F)C(F)(F)F)cc1,6,-4,/
CCN(CC)C(=O)[C@@H]1C[C@H](N)CN1S(=O)(=O)Cc1cccc(C)c1,3,1,-14
CC(C)c1ccc(CN(C(=O)C2CCN(C3CCS(=O)(=O)C3)CC2)C2CC2)cc1 (centres undefined),4,-5,/
C#CCOc1ccccc1CNCc1ccc(N2CCN(C)CC2)nc1,-1,-7,/
COc1cc(C(=O)Nc2nc3c(s2)CCCC3)ccc1OCC(=O)N1CCOCC1,3,3,/
Cc1cccc(COn2cccc(C(=O)Nc3ccc([N+](=O)[O-])cc3)c2=O)c1,5,-8,-9
CN=c1scc(-c2ccc(Cl)cc2Cl)n1N=Cc1cc(OC)c(OC)cc1OC,2,-8,/
CCCN(Cc1c(CC)nn(-c2ccc(F)cc2)c1N1CCN(C(C)C)CC1)C(=O)Nc1cccc(Cl)c1,-11,0,0
CN(C)S(=O)(=O)c1cccc(NS(=O)(=O)c2ccccc2)c1,11,-4,-8
Oc1c(Cl)cc(Cl)cc1/C=N\Nc1nc(-c2ccccc2)cc(-c2ccc(Cl)cc2)n1,-4,7,-5
CCCn1ncnc1C(C)NC(=O)C1(Nc2ccc(C)cc2)CCCC1 (centres undefined),17,-5,/
Cc1nccc(NCc2cccnc2N(C)Cc2ccccc2)n1,1,-5,/
Cc1cc([N+](=O)[O-])cc2c(N=NC(=O)COc3ccc(Cl)cc3Cl)c(O)[nH]c12,-2,-8,-6
O=c1[nH]c(CN2CCOCC2)nc2scc(-c3ccc(Cl)cc3)c12,-3,6,/
C=CCOC(CN1CCN(C(=O)c2ccc(C(=O)OC)cc2)CC1)c1cccc(OC)c1 (centres undefined),/,3,-4
O=C(C1CC1)N(Cc1ccc2c(c1)OCO2)Cc1c(-c2ccccc2)noc1N1CCCCC1,10,-6,-4
O=C(Cn1c(=O)oc2ccccc21)NC1CCSc2ccc(Cl)cc21 (centres undefined),-2,-6,/
CC(C)CC1(C(=O)NS(=O)(=O)c2cccnc2)CCC1,4,-11,/
CCn1c(C2CCCN(C(=O)CCn3cc(Cl)cn3)C2)nn(C)c1=O (centres undefined),-7,-5,/
Cc1ccc(NC(=O)CNc2nccc(-c3ccc(C)nc3C)n2)c(F)c1,-1,-2,/
CC(=O)NCCC1=CCCN(CC(=O)Nc2ccc(C)cn2)C1,8,-7,/
O=C(NCC(c1ccccc1)c1ccccc1)c1cccnc1Oc1cccc([N+](=O)[O-])c1,-7,-2,-4
Cc1cc2cc(CNc3ncnc4c3nnn4C)ccc2[nH]1,2,-1,/
CCC#CCN1Cc2cc(OC)ccc2N(CC(O)COCc2ccco2)CCC1=O (centres undefined),1,2,-6
O=C(Nc1ccnn1Cc1cccc(Cl)c1Cl)c1cccs1,9,-4,/
COc1ccc(CCN(C)c2cc(Cl)nc(SCc3cccc(C(=O)NCc4ccccn4)c3)n2)cc1OC,/,-3,-4
C#CCN1CCN(C(=O)c2cc(NC(=O)C(C)C)ccc2Cl)CC1,1,-15,/
O=C(C1CCC1)N(Cc1ccco1)Cc1ccccc1OS(=O)(=O)c1ccc(F)cc1,-4,5,-1
Cc1ccc(Cc2nsc(N(CC(=O)N3CCN(c4cccc(C(F)(F)F)c4)CC3)Cc3ccccc3)n2)cc1,/,-2,-3
COCCn1c(C(=O)Nc2ccc(C)c(F)c2)cc2c(=O)n(C)c(=O)n(C)c21,-1,-10,-9
CCc1ccccc1OCC(=O)N1CCCN(C(N)=O)CC1,2,4,/
O=C(Nc1ccc(Cl)cc1)N1CCCN(c2nc(Cc3ccccc3)nc3onc(-c4ccccc4)c23)CC1,29,-3,-5
O=c1c2nnc3c(-c4ccccc4)cnn3c2ccn1CCc1cnc[nH]1,29,-7,/
CCOC(=O)c1c(C)[nH]c(C(=O)OCc2cc(=O)n3cc(Br)ccc3n2)c1C,0,-9,-9
CCCn1ncc(C(=O)NCc2cn3nc(C)sc3n2)c1C,21,-7,-18
CCOc1cc(Cl)ccc1NC(=O)Nc1cccnc1,-4,-4,/
N#Cc1cccc(C(=O)NC2CCCc3occc32)c1 (centres undefined),1,-8,-6
COc1ccc(CC2CCN(S(=O)(=O)c3cc(Cl)cc(Cl)c3)CC2)cc1,5,-11,-9
c1ccc(-c2cc3cnsc3o2)cc1,7,-6,-6
CCN(C)C(=O)C(C1CCCC1)N1CCN(C(=S)Nc2ccc(F)cc2)CC1 (centres undefined),8,-6,-3
CN(CCNC(=O)c1ccc2c(c1)CCO2)S(C)(=O)=O,3,-6,/
Cc1ccc(SC(C)C(=O)N(C)C)cc1 (centres undefined),0,-7,/
c1cc(CNCc2ccc3[nH]c4c(c3c2)CCCCCC4)ccn1,4,1,/
COc1cccc(/C=N\NC(=O)CSc2nc3ccccc3s2)c1,17,-4,-7
FC1(Br)C2C3C4C=CC(C3C3(CC3)C21)C41CC1 (centres undefined),-2,1,/
OCCCNc1ccccc1,-3,-3,/
O=C(NCc1[nH]ncc1Br)c1nc(Cl)ccc1Cl,3,-8,/
COc1ccc(/C=C2\SC(=Nc3ccc(O)cc3)N(c3ccc(O)cc3)C2=O)cc1,-7,4,3
Cc1cnccc1N1CCCN(C(=O)[C@H](N)CC(C)C)CC1,8,-6,/
CCCNc1ccccc1C(=O)N1CCC(N2CCCC2=O)CC1,/,-5,-15
O=C(CSc1ccc2nnc(-c3cccs3)n2n1)Nc1nc2ccccc2s1,-3,-11,-6
CC(=O)NCc1ccc(S(=O)(=O)N2CCCc3ccccc32)s1,8,-12,-6
C=c1ccccc1=C1NN=C(SCC(=O)NC2CCCCC2)O1,14,-19,-7
COc1cc(-c2cncc(C(=O)O)c2)cc(OC)c1OC,1,-3,-15
O=C(O)CSc1cc(F)ccc1F,-8,4,/
C=CC[C@@H]1CC=C[C@@H](C)N1C(=O)c1ccc(Cn2ccnc2)o1,25,-8,/
COCCC(=O)Nc1ccccc1-n1cc(Br)cn1,8,-5,/

# Next section
SMILES,NPYLR7 agonist,hcGAS inh,mcGAS inh
COc1ccc(S(=O)(=O)NCCC(=O)NC(C)c2cccc(Cl)c2)cc1 (centres undefined),6,-4,/
COC(=O)c1cc(Cl)c(NC(=O)N2CCCC2c2ccsc2)cc1OC (centres undefined),3,-10,/
O=C1C(=Cc2ccc(Br)s2)CCc2ccccc21,8,-9,/
O=C(O)CCCc1ccccc1,-6&-5&-13&4,-5&-4&3&-8,-12
CC(C)c1cncnc1-c1cccc(C(=O)O)c1,-2,5,/
Cc1ccsc1[C@@H]1CCN(C(=O)CCc2nc3ccccc3s2)C[C@H]1O,11,-2,-8
N#Cc1ccc(CN(CC(=O)NC2(C#N)CCCCCC2)CC(F)(F)F)cc1,-9,-14,/
CC1CN(c2ccc(Cn3c(=O)[nH]c4ccccc4c3=O)cn2)CC(C)O1 (centres undefined),-2,-5,-8
CCn1c(C)cc(O)c(C(c2cccnc2)N2CCC(C)CC2)c1=O (centres undefined),11,-7,/
CCC(C)(C)NC(=O)c1ccoc1,6,-2,/
COC(=O)COC1C[C@](OCc2ccccc2C#N)(C(=O)NCC(C)C)C[C@H]2OC(C)(C)O[C@@H]12 (some centres undefined),16,-4,-8
CC(CN(C)c1nccc(C2CCCC2)n1)N1CCOCC1 (centres undefined),-4,-5,/
CCNC(=O)Cn1c(CO)cnc1SCc1cccc(Cl)c1,5,7,/
O=C(O)c1cc(-c2cccs2)[nH]n1,1,0,-8
COc1cc2c(cc1NC(=O)c1ccc(Br)o1)oc1ccccc12,8,-5,-7

# Single values from the entries so far.
# In hcGAS inh, `O=C1C=CC(=O)N1c1ccc(SC(F)(F)C(F)(F)C(F)(F)F)cc1` is entered as -4
# In NPYLR7 agonist, `CC(C)c1cncnc1-c1cccc(C(=O)O)c1` is entered as -2
# In hcGAS inh, `CCn1c(C2CCCN(C(=O)CCn3cc(Cl)cn3)C2)nn(C)c1=O` (centres undefined) is entered as -5
# In hcGAS inh, `N#Cc1cccc(C(=O)NC2CCCc3occc32)c1` (centres undefined) is entered as -8

# Next entries
SMILES,NPYLR7 agonist,hcGAS inh,mcGAS inh
c1ccc(CCc2nc(CCn3nnc4ccccc43)n[nH]2)cc1,2,-7,/
NC(=O)c1c(Br)cc(Br)c(O)c1Br,-8,-3,/
CC(C)CSc1nc2c(c(=O)[nH]c(=O)n2C)n1Cc1ccccc1,/,-7,-7
Cc1nc2n(n1)C(=O)C(C(c1ccc(Br)cc1)N1CCC3(CC1)OCCO3)S2 (centres undefined),2,-10,/
COc1cc(Br)cc2c1OC1(C)CC2NC(=O)N1c1ccc(C)c(C)c1 (centres undefined),-5,-3,-7
CCSc1ccc(C(=O)N(C)Cc2csc(CC)n2)cn1,1,-14,/
O=[N+]([O-])c1ccc(C=NNC(=S)Nc2ccc(Cl)cc2)o1,9,-3,/
CCCN(Cc1nc2cc(Cl)ccc2c(=O)[nH]1)C(=O)COc1cc(C)cc(C)c1,9,-6,/
O=c1[nH]c2cc(C(F)(F)F)ccc2n1-c1cc(C(F)(F)F)ccc1O,3,-8,7
Cc1cc(C)n(CCNC(=O)C(C)(C)NC(=O)c2cccs2)c(=O)n1,7,-5,/
O=C(O)C1(CC2CCCCO2)CCN(c2noc(-c3ccccc3)n2)CC1 (centres undefined),-3,-8,-11
COCC(C)NCc1ccc(C(=O)OC)cc1 (centres undefined),15,-8,/
CCOC(=O)C(C)(C)Sc1nc2c(c(=O)n1-c1ccccc1)SCC2,-4,-8,/
CCSc1c(C(C)C)cnc2c1c(=O)n(C)c(=O)n2C,7,-2,-5
CCN(CC)c1cc(C(C)C)nc(SCc2ccc(C(=O)O)cc2)n1,-18,3,1

# Another view of 2 compounds above.
O=c1[nH]c2cc(C(F)(F)F)ccc2n1-c1cc(C(F)(F)F)ccc1O
  NPYLR7 agonist: 3	hcGAS inh: -8	mcGAS inh: 7

Cc1cc(C)n(CCNC(=O)C(C)(C)NC(=O)c2cccs2)c(=O)n1
  NPYLR7 agonist: 7	hcGAS inh: -5	mcGAS inh: /

# (listing goes on)
SMILES,NPYLR7 agonist,hcGAS inh,mcGAS inh
COC(=O)c1ccccc1NC(=S)NC(c1ccc(SC)cc1)c1cccc(Cl)c1Cl (centres undefined),-7,-9,-5
COc1ccc(C)cc1-c1csc(Cn2ccc(=O)[nH]c2=O)n1,3,-6,/
CCNS(=O)(=O)c1ccc2c(c1)CCN2C(C)=O,4,-11,/
COc1ccc(CCOc2nc(-c3cccc(C(F)(F)F)c3)n(-c3ccc(NC(=O)C4CCC4)cc3)n2)cc1,22,-9,-5
CC(Cn1cncn1)NCc1c(C(=O)N2CCc3ccccc3C2)nc2ccc(Cl)cn12 (centres undefined),5,-7,/
CCc1c(C)nn(CC(=O)NCc2cccnc2N2CCN(C)CC2)c1C,-1,-3,/
Cc1cc(-c2ccccc2CO)ccc1NC(=O)c1cccnc1,2,-2,-3
CNC(=O)c1noc(CN2CCCC(N3CCCC3=O)C2)n1 (centres undefined),5,-7,/
CCOC(=O)CNC(=O)N(CC(=O)N(Cc1cccn1Cc1ccccc1Cl)CC(C)C)C(C)CC (centres undefined),-1,-6,-4
COc1ccc(-c2cccc(-c3cccc(NC(=O)c4cc(C)oc4C)c3)n2)cc1,-6,-5,-3
Cc1cc(C)c2oc(-c3ccc(NC(=O)c4cccc(F)c4)cc3)nc2c1,-4,3,-7
CC(N)=C(C#N)C(=O)COC(=O)C=Cc1ccc(Br)o1,0,-6,/
CC(C)(CO)NC12CC3CC(CC(C3)C1)C2,/,-12,-4
COc1ccc(CN2CC3C[C@@H]4CC2C[C@H](C3)C4)cc1C(=O)O,0,-4,0
CCc1ccccc1NC(=O)Nc1cn(CC)c2ccccc12,19,-4,/
CCOc1ccc(N2CCn3c(SCc4cc(C)ccc4C)nnc32)cc1,8,-2,-8
O=C(C=Cc1cnc2ccccc2n1)N1CCC(CCc2ccccc2)CC1,0,-4,-7
CS(=O)(=O)N1C[C@H]2CNC[C@@]2(C(=O)NC2Cc3ccccc3C2)C1,-3,-2,/
COCCn1cnc2cc(NC(=O)C3CCCCC3)cc(C(=O)N(C)CC3Cc4ccccc4O3)c21 (centres undefined),-10,2,-2
O=C(c1csc2c1CCCC2)N1CCc2c([nH]c3ccccc23)C1c1ccccn1 (centres undefined),17,-3,-9
N#CC1C(=N)OC2=C(C(=O)CCC2)C1c1cccc(Cl)c1 (centres undefined),-16,-9,-8
O=C(CN1C(=O)CCC1=O)Nc1ccc2c(c1)C(=O)N1CCCCC1CCO2 (centres undefined),-2,-8,/
CCOC(=O)N1CCC(N(C)Cc2ccc3ncccc3c2)CC1,4,-4,-19
Cc1ccc(NC(=O)Cc2n[nH]c(=O)c3ccccc23)cc1F,-1,-10,-7
CC(C)Nc1ccc(C(=O)NCc2ccccn2)cn1,0,4,4
CC1CC(OC(=O)C(C)NC(=O)OC(C)(C)C)C(=O)O1 (centres undefined),4,-3,/
Cc1cc(NC(=O)N(Cc2ccco2)C2CCN(C)CC2)no1,11,-10,-8
O=C(CSc1ccc2nnc(CCNC(=O)c3ccccc3)n2n1)c1ccccc1,-20,3,-4

# Reprinted at random: 2 records from the list
SMILES,NPYLR7 agonist,hcGAS inh,mcGAS inh
O=C(c1csc2c1CCCC2)N1CCc2c([nH]c3ccccc23)C1c1ccccn1 (centres undefined),17,-3,-9
O=C(CSc1ccc2nnc(CCNC(=O)c3ccccc3)n2n1)c1ccccc1,-20,3,-4
